From PubChem BioAssay
Diaphorase act = activates diaphorase or chemically reduces, flagging diaphorase assay artifacts; Diaphorase/resazurin coupled assay, resorufin fluorescence, 16 min; hits give high values; 1 = vehicle wells, 0 = NADH-free wells; activation factor at 20 µM; hit rate 0.005% among 190,000;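 active = diaphorase activity raised at least twofold by the compound at 20 µM; inactive = activation factor below 2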
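System – purified diaphorase enzyme from Clostridium kluyveri · Input – enzyme 0.07 U/mL final · Also added – final NADH 0.114 mM, resazurin 0.1 mM · Measured by – fluorescence of resorufin, 544 nm excitation, 590 nm emission · Timing – 16 min enzyme reaction, ambient temperature · Measure – resorufin increase flagging diaphorase activators or reducers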
bIAP act = intestinal alkaline phosphatase (bovine) activation; purified bovine IAP, CDP-star luminescence, 30 min; hits give high values; fold of DMSO-control signal, blank-subtracted; activation factor at 20 µM; hit rate 0.17% among 200,000; AID 1016;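 active = activation factor of 2 or more at 20 µM, a signal rise over negative controls twice the positive control's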
TNAP inh noacc = inhibitors of human TNAP without phosphate acceptor; P05186; hit rate 0.26% among 200,000; AID 1012; purified TNAP, CDP-star luminescence, 30 min; inhibition, % at 20 µM;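 active = tissue-nonspecific alkaline phosphatase inhibition above about 50% at 20 µM in the single-dose screen, limit read from the data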;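 also: 0% = DMSO negative control and 100% = EDTA positive control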
Target sequence (P05186 whole entry, looked up): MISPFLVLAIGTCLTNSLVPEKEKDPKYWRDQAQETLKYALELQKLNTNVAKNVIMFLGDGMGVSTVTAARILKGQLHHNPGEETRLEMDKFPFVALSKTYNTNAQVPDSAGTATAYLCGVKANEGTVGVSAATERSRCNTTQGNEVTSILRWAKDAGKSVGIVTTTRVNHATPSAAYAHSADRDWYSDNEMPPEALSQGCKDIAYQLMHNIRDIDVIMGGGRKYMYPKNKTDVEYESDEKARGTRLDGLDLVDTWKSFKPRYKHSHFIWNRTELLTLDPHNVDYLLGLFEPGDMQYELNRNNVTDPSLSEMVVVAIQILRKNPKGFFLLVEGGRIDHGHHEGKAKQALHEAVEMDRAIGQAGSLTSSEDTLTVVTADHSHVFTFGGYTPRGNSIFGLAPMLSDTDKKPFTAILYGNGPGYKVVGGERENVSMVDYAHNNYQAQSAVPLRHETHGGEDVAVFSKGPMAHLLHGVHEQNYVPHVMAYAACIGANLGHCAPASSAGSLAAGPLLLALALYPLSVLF
TNAP act hiacc = activators of human TNAP at high phosphate acceptor concentration. P05186. activation factor at 20 µM. 200,000 tested, under 10 active. purified TNAP, CDP-star luminescence, 1 M DEA, 30 min; hits give high values; 0 = EDTA background, 1 = DMSO-only activity;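 active = activation factor at least 2 at 20 µM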
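Test system – human TNAP · Doses – 20 µM single point · Incubation – 30 min, room temperature · Signal – luminescent substrate turnover signal · Read-out basis – activation factor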
Lmaj promast = reduces viability of Leishmania major promastigotes. AID 1063. inhibition, % at 10 µM. hit rate 9% among 200,000. resazurin fluorescence viability; in the data active = inhibition above about 50%;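 also: promastigotes grown with compound for 44 hours at 28 °C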
TNAP inh hi DEA = TNAP (human) inhibition, high acceptor; P05186; purified TNAP, CDP-star luminescence, 1 M DEA; inhibition, % at 20 µM; hit rate 0.03% among 200,000;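 active = over 50% inhibition of tissue-nonspecific alkaline phosphatase at 20 µM in the single-dose screen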;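 also: plate controls were DMSO wells for no effect and EDTA-quenched wells as full inhibition for full effect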
PMI act satM6P = PMI (human) activation, high substrate | hit rate 0.34% among 190,000 | AID 1216 | P34949 | activation factor at 20 µM | coupled PMI enzyme assay, resazurin fluorescence, 20 min; hits give high values; 1 = untreated enzyme, 0 = substrate-free blank;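 active = activation factor of 2 or more at 20 µM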
Target sequence (P34949 whole entry, looked up): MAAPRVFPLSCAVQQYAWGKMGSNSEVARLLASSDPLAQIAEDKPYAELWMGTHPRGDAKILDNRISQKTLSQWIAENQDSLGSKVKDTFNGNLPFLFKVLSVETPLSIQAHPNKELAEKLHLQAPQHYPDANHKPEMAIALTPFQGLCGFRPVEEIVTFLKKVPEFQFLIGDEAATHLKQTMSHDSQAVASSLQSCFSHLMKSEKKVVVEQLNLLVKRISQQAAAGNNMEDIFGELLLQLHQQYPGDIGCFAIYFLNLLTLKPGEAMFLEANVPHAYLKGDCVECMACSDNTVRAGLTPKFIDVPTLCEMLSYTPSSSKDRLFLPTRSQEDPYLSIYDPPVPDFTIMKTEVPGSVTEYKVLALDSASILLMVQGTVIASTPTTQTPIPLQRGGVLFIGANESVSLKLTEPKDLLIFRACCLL
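Test system: human phosphomannose isomerase with PGI, G6PDH, diaphorase coupling enzymes; amount: 15 ng/mL PMI; incubation: enzyme reaction with compound 20 min at room temperature; technique: resorufin fluorescence (Ex 544/Em 590 nm) from resazurin via diaphorase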
Diaph inh CS = inhibits diaphorase or chemically oxidizes, flagging diaphorase assay artifacts | inhibition, % at 20 µM | diaphorase resazurin-to-resorufin fluorescence, NADH, 16 min; bacterial (C. kluyveri) enzyme, not human | hit rate 0.69% among 190,000;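 active = primary screen inhibition at 20 µM above a set limit, cut at about 50% in these data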;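 also: plate controls were DMSO with full reaction for no effect and wells lacking NADH for full effect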
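Benchmarks: positive control wells lacking NADH, neutral wells with DMSO only. System: bacterial diaphorase enzyme (C. kluyveri). Input: 0.14 U/mL diaphorase, enzyme working solution. Detection: resorufin fluorescence, excitation 544 nm, emission 590 nm. Times: 16-min room-temperature incubation before reading.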
PMI act = phosphomannose isomerase (human) activation. P34949. purified human PMI, coupled resazurin fluorescence, 20 min; hits give high values; 1 = vehicle control, 0 substrate-free wells. activation factor at 20 µM. hit rate 0.005% among 190,000. AID 1214;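 active = activation factor of 2 or more at 20 µM, relative to plate controls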
bIAP inh = intestinal alkaline phosphatase (bovine) inhibition; purified bovine IAP, CDP-star luminescence, 30 min; inhibition, % at 20 µM; 190,000 tested, under 10 active; AID 1019;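 active = over 50% inhibition of intestinal alkaline phosphatase at 20 µM in the single-dose screen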
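Assay system: bovine IAP enzyme; medium: DEA buffer 100 mM, pH 9.8, with MgCl2 1.0 mM, ZnCl2 0.02 mM; doses: 20 µM single dose; incubation: enzyme reaction for 30 min at room temperature; detection: CDP-star luminescence signal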
Active calls of the source: *; x = no result given.

(1) O=C(COC(=O)COc1cccc(Br)c1)Nc1c(Cl)cccc1Cl
(2) COc1cccc(NC(=O)C2C3C=CC(O3)C2C(=O)NCc2cccnc2)c1 (stereo unspecified)
(3) CCCC(=O)N1CC(=O)Nc2ccc(F)cc2C1c1ccccc1 (stereo unspecified)
(4) CCOC(=O)c1cc(C)sc1NC(=O)C1CCC1
(5) COc1ccc(-c2cc(C(=O)Nc3c(C)n(C)n(-c4ccccc4)c3=O)no2)cc1OC
(6) Cc1ccccc1CSc1nc2c(c(=O)[nH]1)CCCC2
compound no.	1	2	3	4	5	6
Diaphorase act	0.8	0.9	0.9	1	0.9	0.9
bIAP act	0.8	1	1	0.9	1	0.9
TNAP inh noacc	-9	-8	-13	1	-5	4
TNAP act hiacc	1	1.1	1	1	1	1
Lmaj promast	-7	1	33	-5	-6	1
TNAP inh hi DEA	-4	-6	-3	-2	1	-3
PMI act satM6P	1	0.8	1	1	1	1
Diaph inh CS	18	12	14	-1	14	15
PMI act	0.9	0.9	1	0.9	1	1.1
bIAP inh	17	-4	-2	9	4	7

(7) CC(O)c1nc2ccccc2n1C1CCCCC1 (stereo unspecified)
(8) CNc1ccc(Br)cc(C(=O)/C=C/c2cccc(OC)c2)c1=O
(9) CCn1ccnc1CN(C)C(=O)CCc1nnc(CCCc2ccccc2)o1
(10) COc1ccc(C(=O)/C=C/c2ccccc2)c(O)c1
(11) Cc1cc(OCCCCN2C(=O)NC(C)(C)C2=O)ccc1[N+](=O)[O-]
(12) Cc1nnc2n(Cc3ccccc3)c(=O)c3c4c(sc3n12)COC(C)(C)C4
compound no.	7	8	9	10	11	12
Diaphorase act	0.9	0.5	0.8	0.9	1.1	1
bIAP act	1	0.9	1.1	0.9	1	1.1
TNAP inh noacc	-5	14	-12	-10	-10	-16
TNAP act hiacc	1	0.9	1.1	1	1	1.1
Lmaj promast	12	57*	-6	75*	4	18
TNAP inh hi DEA	-2	9	-6	-3	-3	-9
PMI act satM6P	1	1.2	1	0.9	1	1
Diaph inh CS	8	50*	16	11	-5	-4
PMI act	1	1.1	0.9	0.9	1	1
bIAP inh	4	13	-9	13	-2	-7

The final four records of the section above are carried over, then new ones follow:
(9) CCn1ccnc1CN(C)C(=O)CCc1nnc(CCCc2ccccc2)o1
(10) COc1ccc(C(=O)/C=C/c2ccccc2)c(O)c1
(11) Cc1cc(OCCCCN2C(=O)NC(C)(C)C2=O)ccc1[N+](=O)[O-]
(12) Cc1nnc2n(Cc3ccccc3)c(=O)c3c4c(sc3n12)COC(C)(C)C4
(13) CC(=O)c1cccc(N(CC(=O)Nc2ccc(F)cc2)S(C)(=O)=O)c1
(14) CC1Oc2ccccc2OC1C(=O)Nc1ccccn1 (stereo unspecified)
(15) CCn1nnc(-c2ccccc2NC(=O)c2cc(OC)cc(OC)c2)n1
(16) CS(=O)(=O)N1CCN(C(=O)c2c(F)cccc2F)CC1
(17) CCOc1ccc(Nc2n[nH]c(=S)s2)cc1
(18) Cc1cccc(OCCCC(=O)NCC(=O)Nc2cccc(C)c2C)c1
compound no.	9	10	11	12	13	14	15	16	17	18
Diaphorase act	0.8	0.9	1.1	1	0.9	0.9	0.8	0.8	0.6	1
bIAP act	1.1	0.9	1	1.1	1	0.9	0.8	1	0.9	1.1
TNAP inh noacc	-12	-10	-10	-16	-14	-13	-6	-12	8	-4
TNAP act hiacc	1.1	1	1	1.1	1	1	1.1	1	1	1
Lmaj promast	-6	75*	4	18	49	4	-8	-4	-9	-9
TNAP inh hi DEA	-6	-3	-3	-9	-4	-5	-8	-3	0	-2
PMI act satM6P	1	0.9	1	1	1	1	0.9	0.9	1.9	1
Diaph inh CS	16	11	-5	-4	12	8	21	20	43	-1
PMI act	0.9	0.9	1	1	1	1	1	0.9	1.5	1
bIAP inh	-9	13	-2	-7	-2	8	15	-1	7	-5

(19) CCOC(=O)CCCC(=O)N1CCOCCOCCN(C(=O)CCCC(=O)OCC)CCOCCOCC1
(20) CCOC(=O)NC1(C(F)(F)F)NC(=O)N(Cc2ccco2)C1=O (stereo unspecified)
(21) CCn1nnnc1SCC(=O)NCc1ccc2c(c1)OCO2
(22) O=C(CCCCCN1C(=O)CCC1=O)Nc1ccc2c(c1)OCO2
(23) CC12/C(=N/O)C3C4CC5C3/C(=N/O)C1C5C42 (stereo unspecified)
(24) Fc1cc(F)c(F)c(SCCc2ccncc2)c1F
compound no.	19	20	21	22	23	24
Diaphorase act	x	0.9	1.1	0.8	0.9	1
bIAP act	1.2	0.8	1	1	0.9	0.9
TNAP inh noacc	-6	-6	-9	-13	-10	-12
TNAP act hiacc	1.1	1	1	1	1	1.1
Lmaj promast	10	4	-2	-7	-6	15
TNAP inh hi DEA	-7	0	-3	-3	-3	-7
PMI act satM6P	x	0.9	1.1	1	0.9	1.1
Diaph inh CS	x	9	-8	17	13	-3
PMI act	x	0.9	1.1	1	0.9	1
bIAP inh	-24	18	-2	1	9	9

(25) CCN(CC)c1ccc(N2C(=O)/C(=C\c3cccnc3)SC2=S)cc1
(26) CCCCN1C(=O)C(O)(CC(=O)c2ccccn2)c2ccccc21 (stereo unspecified)
(27) Cc1ccc(N2CCCn3c2nc2c3c(=O)n(CC(=O)OCc3ccccc3)c(=O)n2C)cc1C
(28) Cc1ccc(-n2c(N)c(C(=O)N3CCOCC3)sc2=S)c(C)c1
(29) O=C(CN(Cc1cccs1)C(=O)CNS(=O)(=O)c1ccc(Cl)cc1)NCC1CCCO1 (stereo unspecified)
(30) Cc1nc2ccccc2c2c1C(=O)N(C)C2=O
compound no.	25	26	27	28	29	30
Diaphorase act	1	1	0.8	0.8	1	0.8
bIAP act	0.9	0.9	1.1	1.1	1.1	0.9
TNAP inh noacc	3	-7	8	-7	-8	-9
TNAP act hiacc	1	1.1	1	1	1.1	1
Lmaj promast	-3	-1	x	7	4	-11
TNAP inh hi DEA	3	-5	-4	1	-10	-1
PMI act satM6P	1	1	0.9	0.8	1	0.8
Diaph inh CS	4	4	17	20	-3	20
PMI act	1	1	1.1	1.1	1	0.8
bIAP inh	9	7	-6	-10	-5	15

(31) COC(=O)c1ccccc1NC(=O)c1cc2nc(C3CC3)cc(C(F)(F)F)n2n1
(32) COc1ccc2c(c1)C(=NN)c1cc(OC)ccc1-2
(33) CCOC(=O)C1(CCOC)CCN(C(=O)c2ccccc2-c2cccc(C)c2)CC1
(34) COc1ccc(N2CCN(c3nc4ccccn4c(=O)c3C=O)CC2)cc1
(35) CC(=O)Nc1ccc(S(=O)(=O)N2c3ccccc3C(C)=CC2(C)C)cc1
(36) Cc1cc(C)cc(-n2c(SCC(=O)Nc3cccc(S(=O)(=O)NC4=NCCCCC4)c3)nc3ccccc3c2=O)c1
compound no.	31	32	33	34	35	36
Diaphorase act	0.9	0.9	0.9	0.9	0.6	0.8
bIAP act	1.1	1	0.9	1	1.1	1
TNAP inh noacc	-5	-12	-5	-12	-7	-22
TNAP act hiacc	1	1.1	1	1	1	1.1
Lmaj promast	-6	29	3	-1	100*	-3
TNAP inh hi DEA	1	-7	-1	2	-4	-6
PMI act satM6P	1	1.1	1.2	0.6	0.9	1
Diaph inh CS	14	8	5	10	35	19
PMI act	1	1	1.3	0.8	0.8	1
bIAP inh	-5	1	11	0	-14	2

(37) COc1ccc(/C(O)=C/C(=O)C(=O)NNC(=O)C(O)(c2ccccc2)c2ccccc2)cc1
(38) O=C(NC1CCCCCC1)c1c2c(nc3ccccc13)CCN(Cc1ccccc1)C2
(39) CC(=O)c1c(C)nc(-c2ccc(OCC(=O)Nc3ccccc3)cc2)n1O
(40) Cc1cc(C)n2nc(N)c(N=Nc3ccc(Cl)cc3)c2n1
(41) COc1ccccc1NC(=S)N(CCN1CCOCC1)Cc1ccccc1F
(42) CONc1nc(NC(C)(C)C)nc(OCC#N)n1
compound no.	37	38	39	40	41	42
Diaphorase act	1	0.8	1	0.8	0.9	0.9
bIAP act	1	0.9	0.9	0.8	1.1	0.7
TNAP inh noacc	-1	-9	-11	-2	2	-10
TNAP act hiacc	1	1.1	1	0.9	1	1
Lmaj promast	-8	20	-1	-6	6	-1
TNAP inh hi DEA	-3	-5	-2	6	3	3
PMI act satM6P	1	1	1.1	1	0.9	0.8
Diaph inh CS	4	18	2	18	8	11
PMI act	1	1	1.1	1	0.9	0.8
bIAP inh	-3	5	11	15	-9	26

(43) O=C(Cc1ccccc1)NNC(=O)Nc1ccc(Cl)c(Cl)c1
(44) O=C(c1ccccn1)c1cc2ccccc2n1S(=O)(=O)c1ccccc1
(45) CCn1c(CSc2nc3ccccc3s2)nc2ccccc21
(46) COc1cccc(C(=O)Nc2ccc(NC(=O)C(C)(C)C)cn2)c1
(47) COc1cccc(-n2nnc3c(=O)n(CC(=O)Nc4cc(C)on4)cnc32)c1
(48) CCN(CC)c1ccc(NC(=O)c2cnn(CC)c2)cc1
compound no.	43	44	45	46	47	48
Diaphorase act	0.9	0.8	0.7	0.9	1	0.9
bIAP act	0.9	0.1	0.7	1	1	0.9
TNAP inh noacc	-40	-17	-10	-13	-10	-7
TNAP act hiacc	1	1	1	1	1	1
Lmaj promast	9	34	14	-3	9	1
TNAP inh hi DEA	3	-4	-3	-4	-3	4
PMI act satM6P	1	1.4	0.8	0.9	1.1	0.9
Diaph inh CS	8	18	29	14	-1	7
PMI act	1	1.4	0.8	0.9	1.1	1
bIAP inh	10	x	30	1	4	7

(49) Cn1c(=O)cc(SCC(=O)N2CCCC2)c2ccccc21
(50) O=C(CCS(=O)(=O)c1cccc2nsnc12)NC1CCCCCC1
(51) Cc1noc(C)c1S(=O)(=O)N1CCC(C(=O)NCCCN2CC(C)CC(C)C2)CC1 (stereo unspecified)
(52) COc1c(Cl)ccc(Cl)c1C(=O)OCC(=O)O
(53) CCOC(=O)c1c(N)sc(C(=O)Nc2ccc3c(c2)OCO3)c1C
(54) Cc1ccc2nc(-c3ccncc3)cc(C(=O)Nc3ccc4c(c3)OCCO4)c2c1
(55) CC1CCC(NC(=S)NCCN(C)C)CC1 (stereo unspecified)
compound no.	49	50	51	52	53	54	55
Diaphorase act	0.9	1	0.8	0.8	0.9	0.9	0.9
bIAP act	0.9	1	1.1	0.9	0.9	1	1
TNAP inh noacc	-16	-5	-17	-5	-8	10	-7
TNAP act hiacc	1.1	1	1.1	1	1	1	1
Lmaj promast	-5	-7	2	-7	31	6	11
TNAP inh hi DEA	-7	4	-7	0	-3	5	-2
PMI act satM6P	1	1	0.5	0.9	0.9	1	1
Diaph inh CS	9	1	22	15	7	11	8
PMI act	0.9	1	0.7	0.9	0.9	1.1	0.9
bIAP inh	7	-3	-14	12	7	-1	-2
